PglD DTNB = C. jejuni PglD acetyltransferase inhibitors, primary screen, biochemical, DTNB colorimetric, single point | UDP-N-acetylbacillosamine N-acetyltransferase PglD (Campylobacter jejuni) | inhibition, % at 12.5 µM | AID 602405, 2012 | 360,000 tested, 0.098% active | purified PglD enzyme, DTNB colorimetric CoA detection; in the data active means inhibition above about 16%, passing the limit was not always enough; inconclusive means no clear call, values can overlap the other calls; further: strong numbers were not always called active
ARNT-TACC3 inh = disruptors of ARNT/TACC3 protein interaction, primary screen, biochemical, AlphaScreen, single concentration; Transforming acidic coiled-coil-containing protein 3 (Homo sapiens), Q9Y6A5; AlphaScreen His-ARNT PAS-B/GST-TACC3 binding, luminescence; TACC3 fragment carries E629A point mutation; inhibition, % at 9.99 µM; 390,000 tested, 0.66% active; AID 623870, 2012;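 active means mean inhibition of replicates at least 50% and at least half of replicates each reaching 50%; inconclusive means half or more replicates reach 50% but mean below 50%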;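 further: 0% = complete ARNT plus TACC3 wells and 100% = ARNT alone without TACC3; many hits fall short of the cut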
ERp5 block = inhibitors of ERp5-driven insulin aggregation, primary screen, biochemical, turbidity, absorbance 650 nm, single point | 350,000 tested, 0.05% active | inhibition, % at 9.99 µM | 90 min | Protein disulfide-isomerase A6 (Homo sapiens), Q15084 | AID 651711, 2012;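 active means mean replicate inhibition above about 25%, with every replicate also reaching it, limit read from the data, passing the limit was not always enough; inconclusive means only one of those two criteria met; inactive means neither criterion met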
RAD52 inh = RAD52 DNA annealing inhibitors, primary screen, biochemical, FRET, single point, set 2; DNA repair protein RAD52 homolog (Homo sapiens), P43351; recombinant RAD52 DNA annealing, FRET fluorescence; inhibition, % at 18.7 µM; 360,000 tested, 0.46% active; AID 651710, 2012;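 active means every replicate showing at least 50% inhibition; inconclusive means mean inhibition at least 50% but not in every replicate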
Target sequence (P43351 whole entry, looked up): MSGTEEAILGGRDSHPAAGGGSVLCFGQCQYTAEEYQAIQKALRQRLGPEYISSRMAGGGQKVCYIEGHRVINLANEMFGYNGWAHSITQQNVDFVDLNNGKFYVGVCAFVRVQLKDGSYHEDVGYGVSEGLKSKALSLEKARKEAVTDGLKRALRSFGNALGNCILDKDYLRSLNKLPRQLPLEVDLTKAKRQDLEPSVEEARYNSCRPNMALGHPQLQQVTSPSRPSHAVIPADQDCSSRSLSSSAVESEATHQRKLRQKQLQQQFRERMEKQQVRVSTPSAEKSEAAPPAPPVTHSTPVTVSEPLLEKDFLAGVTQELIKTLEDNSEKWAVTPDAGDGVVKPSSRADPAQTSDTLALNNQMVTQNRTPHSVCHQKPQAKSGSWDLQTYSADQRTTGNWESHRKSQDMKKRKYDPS
RAD54 inh = inhibitors of human RAD54 branch migration, primary screen, biochemical, fluorescence, single point; DNA repair and recombination protein RAD54-like (Homo sapiens), Q92698; RAD54 Holliday junction branch migration, FAM/BHQ fluorescence; inhibition, % at 10.4 µM; 360,000 tested, 0.14% active; AID 602329, 2012;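 active means mean normalized replicate activity at least 40 and at least half of replicates scoring 40 or more; inconclusive means only one of the two criteria met; inactive means mean below 40 and under half of replicates reaching 40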;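 further: 0% = median of neutral control wells and 100% = median of positive control wells; inhibitors cause a drop in the FAM fluorescence signal; in these data hits start at about 50%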
E-selectin induc = E-selectin induction in HUVECs, primary screen, imaging, HUVEC, immunofluorescence imaging, single point. normalized: neutral wells 0, TNF-alpha wells 100. 260,000 tested, 0.37% active. P16581. activation, % at 7.58 µM;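 active means mean E-selectin-positive cell signal at least 10% of the positive control, reached in at least 60% of replicates, without over 20% cell loss; inconclusive means no rule given, readout overlaps actives, possibly toxicity-flagged; inactive means the rest, including those meeting only one limit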;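 further: in these data hits start at about 27%; measured in HUVEC primary endothelial cells; signal is the percent of cells scored E-selectin positive by PE staining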
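Read-out: % PE-positive cells | Test system: HUVEC | Doses: One compound dose added by pin transfer | Buffer or medium: EGM-2 over gelatin coat | Signal: Immunofluorescence imaging | Benchmarks: TNF-alpha, DMSO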
Casp6 inh = human caspase-6 inhibitors, primary screen, biochemical, VEID-R110 fluorescence, single point, set 2. P55212. purified caspase-6, Z-VEID-R110 cleavage fluorescence. inhibition, % at 12.5 µM. 350,000 tested, 0.53% active;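 active means mean inhibition across replicates at least about 35%, with every replicate also reaching that limit, limit read from the data; inconclusive means only one of the two criteria met; inactive means neither criterion met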;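 further: 0% = median of neutral control wells and 100% = no fluorescence left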
Target sequence (P55212 24-179 limits assumed): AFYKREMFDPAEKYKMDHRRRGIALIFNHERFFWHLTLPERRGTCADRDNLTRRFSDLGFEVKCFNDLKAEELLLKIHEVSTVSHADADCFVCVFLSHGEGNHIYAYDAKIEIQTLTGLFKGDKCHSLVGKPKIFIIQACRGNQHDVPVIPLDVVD
Target sequence (P55212 194-293 limits assumed): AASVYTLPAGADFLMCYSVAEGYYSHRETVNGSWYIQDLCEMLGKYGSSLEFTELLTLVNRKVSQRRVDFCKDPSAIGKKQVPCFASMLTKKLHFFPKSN
esBAF inh = Bmi1 luciferase reporter increase in mESCs, primary screen, esBAF inhibitor project, mouse ES cells, Bmi1 luciferase knock-in, single point | reporter increase, % at 12.5 µM | 350,000 tested, 2% active | 24 h; 100% = twice the neutral-well signal; in the data active means activation above about 40%; inconclusive means no clear call, values can overlap the other calls;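 further: 0% = median of the plate's neutral control wells and 100% = double that signal; a rise in the Bmi1 reporter signal indicates esBAF inhibition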
Starred values were filed as active, the others as inactive; u = inconclusive; x = no result given; & = joins results of further samples.

SMILES	PglD DTNB	ARNT-TACC3 inh	ERp5 block	RAD52 inh	RAD54 inh	E-selectin induc	Casp6 inh	esBAF inh
Cc1ccc(-n2nc3c(c2NC(=O)c2ccc4c(c2)OCO4)CS(=O)(=O)C3)cc1C	4	4	6	-12	4	-0.3	7	-5
C[C@@H]1CCCCO[C@H](CN(C)Cc2ccc(Cl)c(Cl)c2)[C@H](C)CN([C@@H](C)CO)C(=O)c2cc(NC(=O)C3CCCCC3)ccc2O1	-3	-7	-5	3	5	-0.3	2	2
COc1ccccc1CNS(=O)(=O)c1cc2c3c(c1)CCN3C(=O)CC2	-3	-1	2	0	7	0.6	1	x
CCOC(=O)CCCCCC(=O)Nc1ccc2c(c1)CC(=O)N([C@H](C)CO)C[C@H](C)[C@H](CN(C)S(=O)(=O)c1ccc(OC)cc1)O2	-1	1	-3	-60	-2	0.0	-1	6
COc1cc(C(=O)N(Cc2ccc(F)cc2)C2CCS(=O)(=O)C2)cc(OC)c1OC (stereo unspecified)	-2	-4	x	x	-4	x	x	-7
O=C1NC(=O)C(c2ccccc2)(c2ccccc2)N1	-3&0	-5&0	-2&-1&0	-5&-1&10	-8&-6	0.0&-0.3&3.6	-5&2&-3	-2&5
O=C(NCc1cccc(CNC(=O)Nc2cccc(O)c2)c1)Nc1cccc(O)c1	-4	0	3	-6	-6	0.5	-2	-2
COc1cccc(C#Cc2ccc([C@@H]3[C@H](CO)N4C(=O)CN(C(=O)Cc5cccnc5)C[C@@H]34)cc2)c1	x	x	-3	-4	x	-0.2	9	x
O=C(COC(=O)C1=COCCO1)Nc1cccc(S(=O)(=O)N2CCOCC2)c1	-1	-21	-5	-2	0	5.1	-2	-1
C[C@H]1CN([C@@H](C)CO)S(=O)(=O)c2ccc(C3=CCCCC3)cc2O[C@@H]1CN(C)C(=O)C1CC1	1	-3	-2	-5	5	0.5	4	-1
Cc1ccc(-c2ccnc3c(Cl)c(C)nn23)cc1	-1	-17	2	-4	-9	-0.1	9	14
Cc1ccc(S(=O)(=O)NCCC(=O)N2CC(C)OC(C)C2)cc1 (stereo unspecified)	3	-7	1	-11	7	0.2	-5	4
CN(CC(=O)Nc1cccc(F)c1)CC(=O)Nc1cccc2ccccc12	-5	2	u	-16	-3	-0.4	3	11
COc1ccc(C2(C(=O)NC(C)C)CCCC2)cc1OC	1	-2	x	x	-7	x	x	7
O=C(NN1CCOCC1)c1ccc(F)cc1	4	13	-13	-10	-6	-0.3	-3	-3
C[C@H]1CN([C@@H](C)CO)S(=O)(=O)c2ccc(-c3ccc(C#N)cc3)cc2O[C@H]1CN(C)C	0	1	-3	6	1	u	-1	-4
O=C(N/N=C/c1cccs1)C1COc2ccccc2O1 (stereo unspecified)	1	4	x	x	-3	x	x	5
COc1ccc(N2C(=O)C(F)(F)C2c2ccc(C)cc2)cc1OC (stereo unspecified)	x	-4	3	-1	x	3.5	-2	x
C[C@@H]1CCCCO[C@H](CN(C)C(=O)c2ccccc2)[C@H](C)CN([C@@H](C)CO)C(=O)c2cc(NS(=O)(=O)c3ccc(F)cc3)ccc2O1	3	11	-3	4	2	-0.4	0	10
C=CCN1C(=O)c2ccc(C(=O)N(C)CC(=O)Nc3ccc(Br)cc3C)cc2C1=O	-2	0	-5	9	-4	-0.5	3	-1
COc1ccc(C(C)=O)cc1CC(=O)Nc1cccc(S(=O)(=O)N2CCOCC2)c1	-7	-1	-1	-27	-15	x	-4	-1
Cc1ccc(NC(=O)c2ccc3c(c2)OCCO3)cc1C	1	x	3	-3	1	x	-2	-37
COC(=O)C[C@H]1C[C@@H]2c3cc(NC(=O)Nc4ccc(OC)cc4)ccc3O[C@@H]2[C@H](CO)O1	12	3	x	x	-5	-0.4	x	0
CCOc1ccc(S(=O)(=O)Nc2cccc(C(=O)NCC3CCCO3)c2)cc1 (stereo unspecified)	4	-3	-3	0	-1	-2.2	2	-1
Cc1ccc(-c2cnc3c(c2)C(=O)N([C@@H](C)CO)C[C@@H](C)[C@H](CN(C)C(=O)c2ccncc2)O3)cc1	0	-2	-1	-11	0	0.0	3	3
C[C@H]1[C@H](c2ccccc2)Oc2cc(Br)ccc2S(=O)(=O)N1Cc1cccc(F)c1	x	x	5	4	x	-0.1	0	x
CCC(C)(C(=O)NC1CCCC1)N(C(=O)CC1NC(=O)NC1=O)c1c(C)n(C)n(-c2ccccc2)c1=O (stereo unspecified)	5	-3	2	-19	-3	2.6	-4	-4
O=C(C[C@H]1CC[C@H]2[C@@H](COC[C@H](O)CN2Cc2cc(F)cc(F)c2)O1)NC1CCC1	2	0	1	-4	0	0.1	2	-1
O=C(c1ccc(F)cc1F)N1CCC(N2CCC(C(=O)N3CCOCC3)CC2)CC1	-10	0	-2	-24	15	6.5	-2	2
CCOc1ccc(N2CC(C(=O)NCC(=O)Nc3ccc(F)c(F)c3F)CC2=O)cc1 (stereo unspecified)	-5	15	-6	-16	-4	1.0	44*	-8
COc1cc(/C=N/NC(=O)c2ccc(F)cc2)ccc1OC(=O)c1ccco1	x	0	6	-17	x	-1.3	1	x
O=C(NCc1ccccc1)N1CCC(CO)(Cc2cccc(F)c2)CC1	-2	4	1	-7	-1	x	1	-2
O=C(Nc1ccccc1)OC[C@@H]1C=CS(=O)(=O)N1Cc1ccc(Br)cc1	-3	x	3	-25	-5	0.0	2	-4
Cc1ccc2[nH]c(=O)c(CN(CCCN3CCOCC3)C(=O)Nc3cccc(Cl)c3)cc2c1	x	3	2	12	x	x	0	x
COc1ccccc1C(=O)N(Cc1ccccc1)c1ccc(C)cc1	2	x	1	-2	-9	0.0	2	-6
CCOc1ccc(CN(C)C(=O)CN2C(=O)NC3(CCCc4ccccc43)C2=O)cc1 (stereo unspecified)	-1	-3	4	-8	7	x	1	5
CCCN1C[C@H](C)[C@H](OC)CN(C)C(=O)c2ccc(NS(C)(=O)=O)cc2OC[C@@H]1C	-1	2	3	0	0	0.2	-6	-3
CN1CCN(C(=O)c2ccc(-c3cnc4cccnn34)cc2)CC1	-1	x	-1	-4	4	0.0	3	0
Cn1cccc1Cc1nnc(SCC(=O)NCC2CCCO2)n1CCc1ccccc1 (stereo unspecified)	1	7	x	x	-18	x	x	-3
COc1ccc(NS(=O)(=O)c2cc(C)ccc2C)cc1	3	-1	x	x	-4	x	x	4

A stretch of the results above, for reference:
SMILES	PglD DTNB	ARNT-TACC3 inh	ERp5 block	RAD52 inh	RAD54 inh	E-selectin induc	Casp6 inh	esBAF inh
O=C(NCc1ccccc1)N1CCC(CO)(Cc2cccc(F)c2)CC1	-2	4	1	-7	-1	x	1	-2
O=C(Nc1ccccc1)OC[C@@H]1C=CS(=O)(=O)N1Cc1ccc(Br)cc1	-3	x	3	-25	-5	0.0	2	-4
Cc1ccc2[nH]c(=O)c(CN(CCCN3CCOCC3)C(=O)Nc3cccc(Cl)c3)cc2c1	x	3	2	12	x	x	0	x
COc1ccccc1C(=O)N(Cc1ccccc1)c1ccc(C)cc1	2	x	1	-2	-9	0.0	2	-6
CCOc1ccc(CN(C)C(=O)CN2C(=O)NC3(CCCc4ccccc43)C2=O)cc1 (stereo unspecified)	-1	-3	4	-8	7	x	1	5
CCCN1C[C@H](C)[C@H](OC)CN(C)C(=O)c2ccc(NS(C)(=O)=O)cc2OC[C@@H]1C	-1	2	3	0	0	0.2	-6	-3
CN1CCN(C(=O)c2ccc(-c3cnc4cccnn34)cc2)CC1	-1	x	-1	-4	4	0.0	3	0
Cn1cccc1Cc1nnc(SCC(=O)NCC2CCCO2)n1CCc1ccccc1 (stereo unspecified)	1	7	x	x	-18	x	x	-3
COc1ccc(NS(=O)(=O)c2cc(C)ccc2C)cc1	3	-1	x	x	-4	x	x	4

Further records.
SMILES	PglD DTNB	ARNT-TACC3 inh	ERp5 block	RAD52 inh	RAD54 inh	E-selectin induc	Casp6 inh	esBAF inh
Cc1ccc(C)n1CCN1CCN(S(=O)(=O)c2ccc(F)cc2F)CC1	x	-4	u	-15	x	1.4	0	x
COc1ccccc1NC(=O)c1ccc(Cl)c(S(=O)(=O)NCc2ccco2)c1	-2	11	3	-6	1	7.2	-2	4
Cc1ccc(S(=O)(=O)N(C)C[C@@H]2Oc3ccc(NC(=O)Nc4ccccc4)cc3C(=O)N([C@@H](C)CO)C[C@@H]2C)cc1	-1	-7	-3	-11	-5	-0.5	-3	-6
N#CCCN(Cc1ccccc1)C(=O)c1nccnc1C(=O)O	-2	12	1	-4	8	0.8	1	-1
Cc1cccc(Cc2ccc(Cl)nn2)c1	x	-9	4	-10	x	x	-4	x
C=CCNc1nc(-c2ccc(O)c(C(N)=O)c2)cs1	-5	0	x	x	0	x	x	59*
COc1ccc(CCNC(=O)Cn2ccc3cc(S(=O)(=O)N4CCCC4)ccc32)cc1OC	-3	2	3	-28	-3	x	-3	-2
CCOc1ccc(OCCCCn2ccnc2)cc1	x	-2	0	-12	x	x	0	x
Cc1cc(C(=O)CSc2nncs2)c(C)n1-c1c(C)n(C)n(-c2ccccc2)c1=O	3	3	x	x	6	x	x	-4
COc1cccc(C#Cc2ccc([C@H]3[C@@H](CO)N4C(=O)CN(C(=O)Cc5cccnc5)C[C@@H]34)cc2)c1	x	x	-3	-19	x	0.0	4	x
C[C@H](CO)N1C[C@H](C)[C@H](CN(C)C(=O)NC2CCCCC2)Oc2ccc(NC(=O)Nc3cccc4ccccc34)cc2CC1=O	6	2	8	13	2	-3.0	4	-6
COc1ccc(C(=O)CSc2nnc(-c3ccc(C)cc3)o2)cc1	3	0	x	x	5	x	x	3
O=C(Cc1cccnc1)N1[C@H](CNCC2CCC2)[C@H](c2ccccc2)[C@@H]1CO	4	14	0	-41	-2	-0.3	x	-7
CCn1cc(C(=O)NCC2CCCO2)c(=O)c2cc(S(=O)(=O)N(C)C)ccc21 (stereo unspecified)	4	1	7	-6	-14	x	-1	-8
N#Cc1ccc(C(=O)OCC(=O)Nc2cccc(S(=O)(=O)N3CCCCC3)c2)cc1	-6	8	4	-31	4	-0.8	2	-1
COc1ccc(C(=O)N2CCC(n3nccc3NC(=O)C3CC3)CC2)cc1F	0	-2	6	-21	-4	-0.5	-3	x
COCc1cc(C)nc(OCC(=O)N/N=C/c2ccc(O)cc2)c1C#N	5	-1	x	x	-11	-0.3	x	x
CC1(C)CC2(OC2c2ccccc2[N+](=O)[O-])C(=O)c2ccccc21 (stereo unspecified)	-1	x	0	-25	-3	-0.6	0	x
Cc1c(Cl)c([N+](=O)[O-])nn1CCCC(=O)Nc1cccc(Cl)c1Cl	0	-8	x	x	0	x	x	6

Reprinted from the entries so far (two entries):
SMILES	PglD DTNB	ARNT-TACC3 inh	ERp5 block	RAD52 inh	RAD54 inh	E-selectin induc	Casp6 inh	esBAF inh
Cc1ccc(C)n1CCN1CCN(S(=O)(=O)c2ccc(F)cc2F)CC1	x	-4	u	-15	x	1.4	0	x
COc1ccccc1NC(=O)c1ccc(Cl)c(S(=O)(=O)NCc2ccco2)c1	-2	11	3	-6	1	7.2	-2	4

Outcome played no part in choosing rows. About 3.2% of those tested had a hit in this group.
